# TR SRC2 fluor cs: Total Fluorescence Counterscreen for Inhibitors of the Interaction of Thyroid Hormone Receptor and Steroid Receptor Coregulator 2. AID 1479, 2009. Potency, µM (highest dose often 106 µM), inactives show top-dose fluorescence change, negative = quenching. hit rate 0.29% among 280,000. TRb/SRC2 Texas Red total fluorescence interference; active = well fitted curve in either direction with a large enough effect; inconclusive = small, poorly fitted or top-dose-only effect; note: % is set by controls: 0 for no effect and ±100 for the full control effect
#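 Human TRb ligand-binding domain at 0.6 uM with 20 nM Texas Red SRC2 peptide in Tris buffer containing 1 uM T3 and 5% DMSO, incubated with compound 5 h at ambient temperature. Total fluorescence (555/632 nm) calculated as parallel + 2 × perpendicular.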
# KDM4E inh: qHTS Assay for Inhibitors of Human Jumonji Domain Containing 2E (JMJD2E) | AID 2147, 2009 | Potency, µM (top dose mostly 57.1 µM), inactives show at the top dose activity change, negative = inhibition, most hits filed as inhibitors | Lysine-specific demethylase 4E (Homo sapiens), B2RXH2 | JMJD2E catalytic domain, FDH-coupled NADH fluorescence (FDH is formaldehyde dehydrogenase) | hit rate 1.6% among 230,000; active = well fitted inhibition curve with a large enough effect, not every such curve was filed as active; inconclusive = small, poorly fitted or top-dose-only effect, or another doubt; inactive = no such curve, though single readings can be large or run the other way;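 note: 0% = wells with enzyme and -100% = buffer wells without enzyme; nearly all actives have a fitted effect of over 50% in size; many of its hits are not listed in these tables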
# RGS12 GoLoco inh: qHTS Assay for Inhibitors of RGS12 GoLoco Motif Activity (Red Fluorophore); hit rate 0.44% among 230,000; Potency, µM (series often up to 61.6 µM), for inactives: at the top dose activity, negative = inhibition, most hits filed as inhibitors; AID 880, 2007; Gai1:RGS12 GoLoco peptide FP, rhodamine, 10 min; Guanine nucleotide-binding protein G(i) subunit alpha-1 (Homo sapiens), P63096; active = well fitted inhibition curve with a large enough effect, not every such curve was filed as active; inactive = no such curve, though single readings can be large or run the other way; note: % is set by controls: 0 for no effect and ±100 for the full control effect; nearly all actives have a fitted effect of over 30% in size; many of its hits are not listed in these tables
# Target sequence (P63096 whole entry, looked up): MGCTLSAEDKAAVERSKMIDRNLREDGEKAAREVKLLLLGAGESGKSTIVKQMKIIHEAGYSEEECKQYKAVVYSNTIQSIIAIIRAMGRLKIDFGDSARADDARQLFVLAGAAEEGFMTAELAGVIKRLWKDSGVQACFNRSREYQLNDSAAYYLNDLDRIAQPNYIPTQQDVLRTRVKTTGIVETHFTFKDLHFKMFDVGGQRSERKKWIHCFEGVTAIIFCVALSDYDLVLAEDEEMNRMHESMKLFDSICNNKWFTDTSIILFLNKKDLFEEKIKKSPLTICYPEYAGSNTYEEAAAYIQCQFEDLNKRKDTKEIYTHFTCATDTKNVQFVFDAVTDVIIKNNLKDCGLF
# TRb-SRC2 inh: qHTS for Inhibitors of the Interaction of Thyroid Hormone Receptor and Steroid Receptor Coregulator 2; Thyroid hormone receptor beta (Homo sapiens), P10828; hit rate 0.065% among 280,000; Potency, µM (titrated, usually from 106 µM), inactives show top-dose activity change, negative = inhibition, most hits filed as inhibitors; AID 1469, 2008; TRbeta-SRC2 peptide binding, fluorescence polarization; receptor liganded with 1 µM T3;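 note: plate controls were bound peptide for no effect and peptide without receptor for full effect; nearly all actives have a fitted effect of over 50% in size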
# Target sequence (P10828 whole entry, looked up): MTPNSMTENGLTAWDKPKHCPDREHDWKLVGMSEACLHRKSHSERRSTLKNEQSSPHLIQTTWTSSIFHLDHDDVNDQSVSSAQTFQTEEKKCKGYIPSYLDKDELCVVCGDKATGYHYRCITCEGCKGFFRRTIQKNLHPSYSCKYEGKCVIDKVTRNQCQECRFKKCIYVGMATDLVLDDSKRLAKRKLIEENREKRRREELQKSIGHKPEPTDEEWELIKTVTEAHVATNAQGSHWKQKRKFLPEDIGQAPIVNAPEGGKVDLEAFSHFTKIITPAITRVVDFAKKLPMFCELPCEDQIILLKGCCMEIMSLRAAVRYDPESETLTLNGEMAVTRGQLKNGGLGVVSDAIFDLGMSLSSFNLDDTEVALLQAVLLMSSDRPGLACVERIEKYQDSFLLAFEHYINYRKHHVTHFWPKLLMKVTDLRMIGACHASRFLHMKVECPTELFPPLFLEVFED
#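 Human TRb ligand-binding domain (0.6 uM) is mixed with 20 nM Texas Red SRC2 peptide and 1 uM T3; after compound addition and 5 hr at ambient temperature, polarization is measured and normalized to unbound and bound controls.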
# Lamin A splicing: qHTS Assay for Modulators of Lamin A Splicing; AID 1487, 2009; Potency, µM (series often up to 46.1 µM), for inactives: at the highest dose ratio change, negative = inhibition, actives largely listed as inhibitors; HeLa LMNA splicing GFP/RFP minigene ratio, 48 h; hit rate 0.01% among 200,000; active = well fitted inhibition curve with a large enough effect in the signal ratio, with a control signal flat, not every such curve was filed as active; inconclusive = small, poorly fitted or top-dose-only effect, or effect the other way, or a change in a side signal; the % refers to the signal ratio; note: % is set by controls: 0 for no effect and ±100 for the full control effect
#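 Read-out is the ratio of GFP to DsRed2 object intensity, acquired by 488 nm laser-scanning cytometry on HeLa lamin A-EGFP minigene reporter cells. Compound incubation 48 hrs at 37 °C in Opti-MEM with 2% FBS; DMSO 0.5% final.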
# ALDH1A1 inh: qHTS Assay for Inhibitors of Aldehyde Dehydrogenase 1 (ALDH1A1); Purified ALDH1A1, NADH fluorescence, propionaldehyde substrate; Potency, µM (series often up to 75.3 µM), without a hit: at the highest dose activity, negative = inhibition, most hits filed as inhibitors; hit rate 7.3% among 220,000; active = well fitted inhibition curve with a large enough effect, not every such curve was filed as active; inconclusive = small, poorly fitted or top-dose-only effect, or another doubt; inactive = no such curve, though single readings can be large or run the other way;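 note: plate controls were no enzyme wells and a reference inhibitor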
# RECQ1 helicase: qHTS Assay for Inhibitors of RecQ-Like Dna Helicase 1 (RECQ1); ATP-dependent DNA helicase Q1 (Homo sapiens), P46063; RECQ1 DNA unwinding, red fluorescence kinetic read; Potency, µM (highest dose often 57.3 µM), without a hit: at the top dose activity, negative = inhibition, actives largely listed as inhibitors; hit rate 0.54% among 240,000;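 note: plate controls were vehicle for no effect and no enzyme for full effect; nearly all actives have a fitted effect of over 30% in size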
#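 50 nM RECQ1T1 preincubated 15 min with compound in Tris pH 8.0 buffer with MgCl2, DTT, Tween-20 and 2.5 ug/ml poly(dI-dC); started with 200 nM TAMRA/BHQ-2 forked duplex and 2 mM ATP. Unwinding read as fluorescence (525/598 nm), two reads 2 h apart.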
# SMN2 splice enh: qHTS Assay for Enhancers of SMN2 Splice Variant Expression; Potency, µM (doses to about 46.1 µM), without a hit: at the highest dose activity change, positive = activation, usual class: activators; HEK293 SMN2-luciferase splicing reporter, luminescence, 30-36 h; hit rate 2.8% among 210,000; note: % of control where 0% means no effect; nearly all actives have a fitted effect of over 55% in size
#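 HEK293 cells carry an SMN2 […]–luciferase reporter in which exon 7 inclusion puts luciferase in frame. Cells were plated 10-12 h before compound addition, then incubated 30-36 h at 37C. ONE-Glo luminescence was read; sodium butyrate at 4.5 mM final served as control.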
# * marks the source's active call; other numbers are inactive results; i = inactive; ? = inconclusive; / = no result given; & = joins results of further samples; [ ] = another dose, or the depositor's remark. Unless noted, calls come from the whole dose curve; as a rule, active = well fitted curve in the direction sought with a large enough effect; inconclusive = small, poorly fitted or top-dose-only effect, or another doubt; inactive = no such curve, though single readings can be large; an effect the other way counts as inactive or inconclusive. Potency is the fitted concentration of half-maximal effect.
# Every second line gives: TRb-SRC2 inh	KDM4E inh	SMN2 splice enh	ALDH1A1 inh	TR SRC2 fluor cs	Lamin A splicing	RECQ1 helicase	RGS12 GoLoco inh
- CCOC(=O)c1cc(CC)sc1NC(=O)c1cc([N+](=O)[O-])ccc1N1CCOCC1
→ -15%	-2%	0%	?	-2%	-2%	-6%	-1%
- C/C(Cl)=C/Cc1c(C)[nH]c2ccc(C)cc2c1=O
→ -2%	2%	/	0%	0%	10%	1%	3%
- COc1ccc(C(=O)[C@H]2[C@H]3C(=O)N(c4ccc(OC(C)=O)cc4)C(=O)[C@H]3C3C=CC=NN32)cc1 (stereo partly drawn)
→ 6%	?	/	/	-2%	/	-7%	28%
- O=C(O)c1cccc(NC(=S)N/N=C/c2ccccc2OCc2cccc(Br)c2)c1
→ ?	?	6%	?	-4%	/	?	4%
- Oc1c(N=NC(=S)Nc2ccccc2F)c2ccccc2n1Cc1ccccc1Cl
→ 1%	8%	-48%[inhibitor]	?	-2%	-18%[46 µM]	-7%	15%
- Cc1ccc(C(=O)C[n+]2cc(-c3ccc(C)cc3)n3c2CCCCC3)cc1
→ -5%	-25%	-67%[inhibitor]	5%	-10%	5%	-2%	-36%
- CCC1(C)Cc2ccccc2-c2nc(NCCCO)n(C)c(=O)c21 (stereo not drawn)
→ 2%	?	/	?	-3%	/	9%	-3%
- O=C(O)CSc1ccccn1
→ -1%	-5%	6%	-3%	-2%	4%	i	11%
- C/C(CCc1ccc2c(c1)OCO2)=N\N=C1\NC(=O)CC(C(=O)Nc2ccc(Cl)cc2)S1 (stereo not drawn)
→ -3%	15%	-13%	8%	-3%	10%	-2%	7%
- CCOC(=O)c1nnn2c1nc(N1CCOCC1)c1ccccc12
→ -4%	-2%	/	/	2%	/	-1%	-2%
- COC(=O)[C@@H](NC(=O)N(C1CCCCC1)C1CCCCC1)C(C)C
→ -1%	6%	-6%	2%	-1%	7%	-11%	-1%
- CCOC(=O)c1ccccc1NC(=O)CN1C(=O)CCS(=O)(=O)c2ccccc21
→ -16%	?	12%	?	1%	-8%	-3%	12%
- Cc1nn(C)c(C(=O)N/N=C/c2ccc(Br)cc2)c1Cl
→ 0%	6%	1%	19%	-3%	?	0%	6%
- OCC1CCN(Cc2cn(Cc3ccccc3)nc2-c2cc3ccccc3o2)CC1
→ 6%	-10%	/	2%	0%	-1%[46 µM]	8%	6%
- CC(=O)Nc1ccc(NC(=O)c2ccc(C)c(S(=O)(=O)Nc3cccc(C)c3)c2)cc1
→ -6%	-10%	/	-7%	-3%	/	i	-5%
- CO[C@@]1(NC(=O)Cc2cccs2)C(=O)N2C(C(=O)O)=C(COC(N)=O)CS[C@@H]21
→ 4%	32µM*	1%	1%	1%	?	-10%	10%
- COc1cc(/C=C(\C#N)C(=O)NCc2cccs2)ccc1O
→ -6%	-6%	4%	?	-2%	-12%	-4%	0%
- O=C(Nc1cc(Cl)cc(Cl)c1)C1CCC(=O)N1Cc1ccccc1Cl (stereo not drawn)
→ 6%	-2%	11%	-15%	-1%	-10%	-12%	3%
- COc1cc(S(=O)(=O)Nc2ccc3cn[nH]c3c2)ccc1Cl
→ -3%	-13%	/	-15%	-7%	/	-5%	3%
- Nc1nonc1N1CCCCC1
→ 0%	4%	6%	-5%	0%	-14%	-11%	4%
- CC(=O)Nc1ccc(NC(=O)CSc2nnc(-c3ccco3)n2Cc2ccco2)cc1
→ -8%	-2%	-4%	20µM*	-1%	-9%	i	8%
- Cc1ccccc1-c1nc2sc3c(c2c(=O)o1)CCC3
→ 3%	252%[activator]	33%	-16%	-2%	6%	i	10%
- Cc1ccc(-c2nc(CCN3C(=O)c4ccccc4C3=O)cs2)cc1
→ 2%	0%	?	-8%	-5%	?	-14%	3%
- C[C@]12C[C@@](C)(C=C1/C=C/c1ccc(F)cc1)C(=O)C[C@H]2c1ccc(F)cc1
→ -6%	-3%	2%	3%	-1%	/	26%	2%
- Cc1cccc(CNC(=O)c2ccccc2N)c1
→ -9%	?	18%	?	-2%	14%	-1%	1%
- Cn1c(SCC(=O)N2CCN(c3ccccc3)CC2)nnc1-c1ccncc1
→ -4%	2%	-26%	-11%	1%	-9%	i	8%
- Cc1cccc(C)c1NC(=O)c1c(-c2ccccc2)noc1C
→ 5%	-3%	-1%	3%	0%	11%	-4%	-1%
- O=C1CC(c2ccc(F)cc2)Sc2nc(-c3ccccc3)c(-c3ccccc3)n21 (stereo not drawn)
→ -2%	?	-17%	-6%	0%	6%	-6%	10%
- Clc1ccc2nc(N3CCCCC3)[nH]c2c1
→ -5%	-1%	14µM*	4%	-3%	-13%	1%	1%
- COc1ccc(CCN(C)C(=O)C2CCCN(Cc3ccc(OC)c(OC)c3)C2)cc1OC (stereo not drawn)
→ -30%&6%	?	-1%&-10%	-7%	0%&-2%	9%[0.0737 µM]	-14%	-15%&12%

# Part of the list above in order of number of heavy atoms, highest first:
# Every second line gives: TRb-SRC2 inh	KDM4E inh	SMN2 splice enh	ALDH1A1 inh	TR SRC2 fluor cs	Lamin A splicing	RECQ1 helicase	RGS12 GoLoco inh
- O=C(O)c1cccc(NC(=S)N/N=C/c2ccccc2OCc2cccc(Br)c2)c1
→ ?	?	6%	?	-4%	/	?	4%
- Cc1ccc(C(=O)C[n+]2cc(-c3ccc(C)cc3)n3c2CCCCC3)cc1
→ -5%	-25%	-67%[inhibitor]	5%	-10%	5%	-2%	-36%
- Nc1nonc1N1CCCCC1
→ 0%	4%	6%	-5%	0%	-14%	-11%	4%

# (more compounds)
# Every second line gives: TRb-SRC2 inh	KDM4E inh	SMN2 splice enh	ALDH1A1 inh	TR SRC2 fluor cs	Lamin A splicing	RECQ1 helicase	RGS12 GoLoco inh
- CCSC(=O)NC1CCCCC1
→ -3%	1%	/	/	-3%	/	i	-1%
- O=C(COC(=O)Cc1cccc(C(F)(F)F)c1)NCC1CCCO1 (stereo not drawn)
→ 1%	-3%	-9%	2%	-4%	7%	i	8%
- CCOc1ccc(NC(=O)Cn2nc(-c3ccccc3Cl)n(CC)c2=S)cc1
→ -19%	-1%	-31%[inhibitor]	?	1%	12%	9%	3%
- O=S(=O)(c1ccc(OCC(O)CN2CCCC2)cc1)N1CCOCC1 (stereo not drawn)
→ -5%	-15%	-2%	0%	-3%	-3%	-8%	10%
- O=C(OCc1ccco1)c1ccc(S(=O)(=O)N2CCCCC2)cc1
→ 6%	-3%	/	28µM*	-1%	-6%	-22%	4%
- Cc1nc(C(N)=O)nc2ccccc12
→ -5%	i	/	7%	-1%	/	-7%	10%
- O=C(OC(C(=O)NCc1ccc2c(c1)OCO2)c1ccc(Cl)cc1)c1ccco1 (stereo not drawn)
→ -7%	-5%	0%	14µM*	4%	6%	-12%	-12%
- CCOCCOC(NC(=O)c1ccccc1)(C(F)(F)F)C(F)(F)F
→ 15%	6%	-7%	12%	-14%	-3%	-1%	-5%
- Cc1ccc(C)n1-n1c(C)nc2sc(-c3ccccc3)cc2c1=O
→ -1%	-4%	-16%	-11%	3%	?	-9%	-1%
- CN(C)C(=O)c1ccc(-c2nc(NCc3ccccc3)c3ccccc3n2)cc1
→ 7%	0%	4%	2%	1%	?	-19%	7%
- CN(C)c1ccc(-c2n[nH]c(=S)n2-c2ccccc2)cc1
→ 0%	?	9%	?	-3%	?	i	-2%
- O=S(=O)(c1ccccc1)N1CCN(C2CCN(Cc3ccccc3)CC2)CC1
→ -6%	2%	-20%	8%	-6%	8%	-4%	2%
- CC1(C)Cc2c(c(N3CCCCC3)[nH]c(=S)c2C#N)CS1
→ -4%	0%	-3%	-3%	0%	-3%	-1%	4%
- CCN=C1SC(CC(N)=O)C(=O)N1CC (stereo not drawn)
→ -2%	?	/	?	-4%	25%[46 µM]	i	20%
- Nc1ncnc2c1nc(Br)n2C1OC(CO)C(O)C1O (stereo not drawn)
→ -6%	2%	-37%[inhibitor]	1%	0%	?	-6%	0%
- CN(C)c1ccc(N=Nc2ccccc2C(=O)OCC(=O)NC2CCCC2)cc1
→ -1%	-6%	/	-8%	-1%	-15%	-17%	/
- O=C(CCC(=O)OCc1cccc(C(=O)Oc2ccccc2)c1)Nc1cccc2ccccc12
→ -1%	-15%	21%	2%	-3%	2%	-14%	5%
- CC(=O)N1CCC(N(CCN2CCOCC2)C(=S)Nc2ccc(C)c(C)c2)CC1
→ 9%	9%	-21%	-14%	0%	12%[46 µM]	4%	0%
- CC1=C(C)CC(C(=O)c2ccc(C)cc2)C(C(=O)O)C1 (stereo not drawn)
→ -4%	2%	17%	1%	-2%	1%	0%	-2%
- CC1=C(C(=O)Nc2ccccn2)C(c2ccc(N(C)C)cc2)n2ncnc2N1 (stereo not drawn)
→ -3%	2%	/	-3%	0%	-3%	-10%	/

# A different layout for part of the listing above.
structure,TRb-SRC2 inh,KDM4E inh,SMN2 splice enh,ALDH1A1 inh,TR SRC2 fluor cs,Lamin A splicing,RECQ1 helicase,RGS12 GoLoco inh
CCOc1ccc(NC(=O)Cn2nc(-c3ccccc3Cl)n(CC)c2=S)cc1,-19%,-1%,-31%[inhibitor],?,1%,12%,9%,3%
O=S(=O)(c1ccc(OCC(O)CN2CCCC2)cc1)N1CCOCC1 (stereo not drawn),-5%,-15%,-2%,0%,-3%,-3%,-8%,10%

# Screens from PubChem.

# These rows are one share of the data (hit frequency here may not be typical).
